VP16 counter – Gal4-VP16 reporter inhibition counter-screen. Drosophila S2 Gal4-VP16 UAS-luciferase, luminescence, 20 h. Potency, µM (series often up to 53.6 µM), for inactives: at the top dose activity, negative = inhibition, actives largely listed as inhibitors. 310,000 tested, 3.5% active. AID 2546;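 also: Gal4-VP16 expression switched on by copper sulfate through the metallothionein promoter; potency is read from the fitted curve at half-maximal effect; % is scaled to controls: 0 for no effect and ±100 for the full control effect; nearly all actives have a fitted effect of over 50% in size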
NPC1 prom act – activators of NPC1 promoter | 320,000 tested, 2.4% active | Potency, µM (doses to about 9.22 µM), for the others: at the highest dose activation, actives largely listed as activators | Huh7 NPC1 promoter luciferase reporter, 24 h;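 also: potency is read from the fitted curve at half-maximal effect; % of control where 0% means no effect; nearly all actives have a fitted effect of over 60% in size; reporter is driven by a mutant NPC1 promoter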
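Stable NPC1-promoter luciferase Huh7 line; cpd (DMSO) 24 h, 37 °C, 5% CO2; Amplite luciferase reagent 10 min RT; luminescence readout. qHTS format.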
KCNH2 3.1 block – inhibitors of human KCNH2 3.1 potassium channel isoform; activity change, % (tested at about 1.8 µM); 340,000 tested, 0.95% active; AID 720553; U2OS KCNH2 3.1, thallium flux FluxOr; active compounds read low;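 active = maximum activity change below -70%; inconclusive = maximum activity change from -70% to -50%; inactive = maximum activity change above -50%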;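 also: thallium influx rate constant from kinetic fluorescence after stimulation buffer; % is scaled to controls: 0 for no effect and ±100 for the full control effect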
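Thallium flux read-out: FluxOr dye with Red40 quencher in HBSS/HEPES, 45 min at RT. Rate constants from kinetic reads were normalized to positive and negative DMSO controls. Cells: U2OS virally expressing the 3.1 isoform.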
Coupling enz – coupling enzyme interference in Giardia aldolase counter-screen; coupling enzyme system counterscreen, AmpLite Red fluorescence; activity change, negative = inhibition, % at 58.2 µM, hits read low; 290,000 tested, 0.67% active; in the data active = activity change below about -30%; also: % is scaled to controls: 0 for no effect and ±100 for the full control effect
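Counterscreen of the coupled detection system alone, without aldolase: glyceraldehyde-3-phosphate coupling enzymes plus AmpLite Red readout. Compounds at 57.5 uM final, 10 min RT preincubation, 20 min RT reaction, fluorescence 525/598 nm.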
ELG1 genotoxic – induces genotoxicity in HEK293T cells with luciferase-tagged ELG1; HEK293T ELG1-luciferase reporter, luminescence, 16 h; Potency, µM (series often up to 46 µM), for inactives: at the top dose activity change, positive = activation, most hits filed as activators; 330,000 tested, 1.3% active; also: potency is read from the fitted curve at half-maximal effect; % of control where 0% means no effect; nearly all actives have a fitted effect of over 60% in size
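Cells (2,000/well) expressing the ELG1-luciferase fusion are dosed by pin tool and kept 16 hr at 37 °C, 5% CO2. Signal comes from ONE-Glo luciferase reagent after 30 min at room temperature.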
FLuc counter – firefly luciferase modulation, counter-screen for miR-21 project. 360,000 tested, 6.9% active. purified FLuc, Km substrates, luminescence inhibition. P08659. Potency, µM (highest dose often 57.5 µM), inactives show at the highest dose activity change, negative = inhibition, hits mostly inhibitors. AID 588342;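 also: potency is read from the fitted curve at half-maximal effect; plate controls were vehicle for no effect and reference inhibitor for full effect; nearly all actives have a fitted effect of over 55% in size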
Target sequence (P08659 whole entry, looked up): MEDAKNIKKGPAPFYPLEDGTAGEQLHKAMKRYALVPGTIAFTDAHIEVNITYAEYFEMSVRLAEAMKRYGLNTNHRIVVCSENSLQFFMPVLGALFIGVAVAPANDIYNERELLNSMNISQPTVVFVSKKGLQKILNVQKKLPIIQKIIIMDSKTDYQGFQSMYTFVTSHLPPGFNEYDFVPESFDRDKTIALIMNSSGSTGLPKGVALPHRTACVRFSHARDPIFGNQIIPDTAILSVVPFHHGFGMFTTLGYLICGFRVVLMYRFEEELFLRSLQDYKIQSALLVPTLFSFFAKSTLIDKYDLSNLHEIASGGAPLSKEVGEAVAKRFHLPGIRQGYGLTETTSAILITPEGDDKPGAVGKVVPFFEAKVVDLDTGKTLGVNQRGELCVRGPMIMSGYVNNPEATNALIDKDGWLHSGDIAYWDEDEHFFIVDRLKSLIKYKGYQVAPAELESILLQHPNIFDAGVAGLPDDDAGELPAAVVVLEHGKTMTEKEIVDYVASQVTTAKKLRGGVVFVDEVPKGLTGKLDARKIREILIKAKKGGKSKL
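Purified P. pyralis luciferase (10nM final) with 10uM D-luciferin and 10uM ATP (Km levels) in 50mM Tris acetate pH 7.5, 10mM Mg acetate, 0.01% Tween-20, 0.05% BSA; qHTS 6-point titration, ~60 µM downward; luminescence read.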
Giardia kill – kills Giardia lamblia | Giardia lamblia trophozoite viability | activity change, % at 7.66 µM, hits read low | 340,000 tested, 0.15% active | AID 540267; in the data active = activity change below about -80%; inconclusive = between about -30% and that limit;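 also: parasites exposed to compound for two days anaerobically before the ATP read; % is scaled to controls: 0 for no effect and ±100 for the full control effect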
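Luminescence from cellular ATP indicates surviving trophozoites (100 cells/well) following 48 hrs anaerobic compound treatment at 37 deg C; signal develops 15-30 min at room temperature.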
Rab9 prom act – activators of Rab9 promoter; Huh7 Rab9 promoter-luciferase reporter, luminescence, 24 h; Potency, µM (series often up to 9.22 µM), for the others: at the top dose activation, negative = inhibition, most hits filed as activators; 320,000 tested, 2.8% active; AID 485297; also: potency is read from the fitted curve at half-maximal effect; % of control where 0% means no effect; nearly all actives have a fitted effect of over 60% in size
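Luciferase signal after 10 min detection reagent at ambient indicates Rab9 promoter upregulation; stably transfected Huh7 cells were treated 24 h with compound in DMSO at 37 °C, 5% CO2.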
RORg inh – ROR gamma (mouse) transcription inhibition; 310,000 tested, 5.4% active; P51450; AID 2551; Drosophila S2 Gal4-RORgamma UAS-luciferase reporter, 20 h; Potency, µM (titrated, usually from 53.6 µM), without a hit: top-dose activity change, negative = inhibition, usual class: inhibitors; also: potency is read from the fitted curve at half-maximal effect; % is scaled to controls: 0 for no effect and ±100 for the full control effect; nearly all actives have a fitted effect of over 60% in size
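Stably transfected Drosophila Schneider cells are the test system, with ROR gamma fused to Gal4 and luciferase under UAS control; luminescence is read after 20 hr of 700 uM copper sulfate induction at ambient temperature.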
Tb PFK inh – inhibitors of T. brucei phosphofructokinase | O15648 | T. brucei PFK, ADP-Glo luminescence | Potency, µM (top dose mostly 57.5 µM), without a hit: top-dose activity, negative = inhibition, most hits filed as inhibitors | 330,000 tested, 0.17% active | AID 485367;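 also: potency is read from the fitted curve at half-maximal effect; 0% = uninhibited 1x PFK enzyme wells and -100% = no-enzyme wells; nearly all actives have a fitted effect of over 60% in size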
Target sequence (O15648 whole entry, looked up): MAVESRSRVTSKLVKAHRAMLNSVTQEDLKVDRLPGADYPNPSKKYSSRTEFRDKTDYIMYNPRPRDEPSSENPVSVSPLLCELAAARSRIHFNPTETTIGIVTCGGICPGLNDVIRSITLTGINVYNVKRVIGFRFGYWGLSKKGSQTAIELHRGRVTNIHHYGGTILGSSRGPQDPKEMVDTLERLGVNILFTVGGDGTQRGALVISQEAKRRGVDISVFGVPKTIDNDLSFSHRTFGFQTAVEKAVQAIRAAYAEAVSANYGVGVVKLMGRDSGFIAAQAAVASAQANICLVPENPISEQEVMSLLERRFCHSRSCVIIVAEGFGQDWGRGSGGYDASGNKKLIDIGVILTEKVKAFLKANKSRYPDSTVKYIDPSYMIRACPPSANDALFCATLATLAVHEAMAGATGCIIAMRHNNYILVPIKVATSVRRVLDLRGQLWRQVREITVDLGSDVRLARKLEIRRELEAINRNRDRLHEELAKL
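PFK 1.25 nM, F6P 0.5 mM, ATP 0.1 mM, 0.1 M TEA pH 8.0, 5 mM MgCl2, 0.01% Tween20, 0.1% BSA; 45 min RT. ADP-Glo readout. qHTS titration up to 57 uM; curves fitted, compounds curve-classed.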
uPA generation – inhibitors of cell surface uPA generation. AID 540303. Potency, µM (highest dose often 38.3 µM), for the others: at the top dose activity change, negative = inhibition, actives largely listed as inhibitors. cell surface uPA generation assay, qHTS. 330,000 tested, 0.31% active; active = well fitted inhibition curve with a large enough effect; inconclusive = small, poorly fitted or top-dose-only effect; inactive = no such curve, though single readings can be large or run the other way; tested in mouse RAW 264.7 cells; also: potency is read from the fitted curve at half-maximal effect; % is scaled to controls: 0 for no effect and ±100 for the full control effect; nearly all actives have a fitted effect of over 55% in size
Active calls of the source: *; ? = inconclusive; . = not tested or not shown; & = joins results of further samples; [ ] = dose if it differs, or a comment. Unless noted, calls follow the shape of the dose curve; as a rule, active = well fitted curve in the direction sought with a large enough effect; inconclusive = small, poorly fitted or top-dose-only effect, or another doubt; inactive = no such curve, though single readings can be large; an effect the other way counts as inactive or inconclusive.

SMILES	VP16 counter	NPC1 prom act	KCNH2 3.1 block	Coupling enz	ELG1 genotoxic	FLuc counter	Giardia kill	Rab9 prom act	RORg inh	Tb PFK inh	uPA generation
COc1ccc(C(=O)c2ccc(Cl)c([N+](=O)[O-])c2)cc1	-7%	-13%	-22	-2	?	-1%	-11	-26%	?	-10%	-18%
COc1ccc2c(CCNC(=O)Nc3ccccc3)c[nH]c2c1	3%	-10%	9	0	-1%	0%	0	4%	?	4%	2%
CCOC(=O)c1cc2sc(C)cc2n1C(C)C(=O)OCC (stereo not given)	-11%	-3%	-12	1	-5%	-3%	4	-4%	-41%	-1%	-1%
Cc1nc2c(=O)n(-c3ccc(F)c(Cl)c3)nc(C)c2s1	-4%	-3%	8	1	2%	-1%	2	-8%	1%	0%	3%
O=C(NCc1ccccc1F)c1cccc(S(=O)(=O)N2CCCCCC2)c1	.	-3%	4	.	2%	0%	-18	-1%	.	1%	6%
CN(C)/C=N/c1sc2c(c1C#N)CC(C)(C)NC2(C)C	11%	-9%	-6	1	3%	-4%	-4	-6%	-4%	-2%	-4%
CC(=O)c1ccc(OC(C)C)c(CSc2nc(O)cc(=O)[nH]2)c1	-12%	1%	13	1	0%	4%	7	-1%	10%	-1%	4%
OCC1(Cc2ccccc2)CCCN(Cc2ccn[nH]2)C1 (stereo not given)	-2%	-1%	-2	1	-4%	-3%	?	4%	10%	2%	8%
COC(=O)c1ccccc1NC(=O)NCc1ccc2c(c1)OCO2	6%	.	10	3	.	?	-8	.	16%	.	-4%
Cn1c(SCC(=O)N2CCN(c3ccccc3)CC2)nnc1-c1ccco1	-11%	1%	5	3	1%	6%	8	8%	-1%	-8%	-1%
CCOc1ccc(OCc2ccc(C(=O)N3CCCC3)o2)cc1	-30%	?	27	-2	6%	?	8	5%	2.5µM*	-29%	-12%
O=C(O)c1cc(O)ccc1NC(=O)C(c1ccccc1)c1ccccc1	-6%	7%	-3	10	-6%	2%	22	-2%	3%	2%	2%

Part of the list above in order of count of non-hydrogen atoms, low to high:
SMILES	VP16 counter	NPC1 prom act	KCNH2 3.1 block	Coupling enz	ELG1 genotoxic	FLuc counter	Giardia kill	Rab9 prom act	RORg inh	Tb PFK inh	uPA generation
OCC1(Cc2ccccc2)CCCN(Cc2ccn[nH]2)C1 (stereo not given)	-2%	-1%	-2	1	-4%	-3%	?	4%	10%	2%	8%
CCOc1ccc(OCc2ccc(C(=O)N3CCCC3)o2)cc1	-30%	?	27	-2	6%	?	8	5%	2.5µM*	-29%	-12%
COC(=O)c1ccccc1NC(=O)NCc1ccc2c(c1)OCO2	6%	.	10	3	.	?	-8	.	16%	.	-4%

Additional results follow:
SMILES	VP16 counter	NPC1 prom act	KCNH2 3.1 block	Coupling enz	ELG1 genotoxic	FLuc counter	Giardia kill	Rab9 prom act	RORg inh	Tb PFK inh	uPA generation
CCn1c(SCc2nc3ccccc3[nH]2)nnc1-c1ccncc1	10%	0%	-11	-9	0%	0%	-12	-6%	21%	-4%	0%
O=C(CSc1nc2ccccc2s1)Nc1cc(C(=O)O)cc(C(=O)O)c1	-6%	-2%	10	2	1%	?	-16	1%	2%	?	12%
Cc1nnc(SCC(=O)N2CCOCC2)[nH]c1=O	0%	-2%	8	4	1%	5%	-10	-5%	-8%	15%	6%
O=C(Nc1ccc(N2CCOCC2)cc1)c1cc(-c2ccncc2)nc2ccccc12	-1%	-4%	-1	-1	-8%	-10%	-20	-3%	5%	-1%	1%
CC(C)(Cc1ccc(O)cc1)NC(=O)SCc1ccccc1	3%	2%	-2	0	0%	-4%	-3	-11%	?	-2%	2%
CCC1c2ccc(C)n2CCN1C(=O)Nc1ccccc1C(=O)OC (stereo not given)	13%	8%	-1	-1	2%	-1%	7	-3%	-16%	-14%	1%
Cc1ccc(S(=O)(=O)c2cc3c(=O)n4cccc(C)c4nc3n(Cc3ccncc3)c2=N)cc1	-11%	-7%	11	.	4%	2%	-8	2%	22%	0%	?
CN(C(=O)c1ccno1)c1nnc(-c2ccccn2)s1	7%	12%	-12	2	14%	15µM*	-2	5%	?	3%	-1%
CCC(C(=O)NCCCN1CCCC1=O)n1c2ccccc2c2nc(=O)cc(C)n21 (stereo not given)	-4%	-1%	6	.	1%	2%	3	-1%	-17%	-2%	-3%
CCOc1cc(N2CCOCC2)c(OCC)cc1NC(=O)c1ccc(-n2ccnc2)c([N+](=O)[O-])c1	-3%	0%	-15	-1	-32%[inhibitor]	-2%	-3	-2%	-15%	-2%	-2%
O=C(NCCO)NC(=S)c1ccccc1	-4%	1%	2	4	1%	1%	-13	-2%	7%	-5%	-1%
O=C(CCCc1ccccc1)NCc1ccccc1Cl	-5%	17%	14	-2	8%	?	7	17%	22%	-1%	5%
CCOc1cc(/C=N/NC(=O)C2CCCC2)ccc1OC(C)C	-8%	3%	1	.	9%	2%	2	-3%	43%	-2%	2%
Cc1ccc(NC(=O)CCC(=O)N/N=C/c2ccccc2O)cc1	11µM*	2%	2	1	?	1%	-11	-3%	4µM*	-3%	?
COc1ccc(-c2oc3cccnc3c2/C=C/c2ccc(OC)c(OC)c2)cc1	16%	2%	11	-2	2%	7.6µM*	-19	3%	2%	-2%	-27%
Cc1nn(-c2ccccc2)c(N)c1N=O	0%	-4%	2	-1	7%	5%	0	-3%	-41%	2%	-4%
CC1=CC(C)(C)n2c(O)c(N=NC(N)=S)c3c(C)ccc1c32	2.5µM*	-5%	17	5	1%	3%	20	-3%	4.5µM*	-5%	-5%
COC(=O)c1ccccc1-n1c(CCC(=O)O)ccc1-c1ccccc1	-5%	0%	11	5	-7%	9%&-16%	-2	2%	-12%	10%	-18%
COc1ccc(C(=O)NCc2ccc(Cl)c(Cl)c2)cc1OC	-6%	1%	-17	5	0%	6%	-1	-5%	-2%	13µM*	4%
Cc1ccc(Cl)c(OCCN2CCCC(C)C2)c1 (stereo not given)	-20%	-2%	-20	2	-4%	0%	1	-5%	-4%	-7%	0%
O=C(Nc1ccccc1)N1CCN(c2ccc(C(F)(F)F)cn2)CC1	?	-2%	-27	0	-10%	-1%	-4	-7%	0%	2%	1%
CCc1ccc(C2c3[nH]c4ccccc4c3CCN2C(=O)c2ccc(=O)n(C)n2)cc1 (stereo not given)	2%	3%	-13	-1	-1%	-2%	-18	-3%	29%	0%	-3%
Cc1ccc(S(=O)(=O)Nc2nc3ccccc3nc2N2CCOCC2)cc1	.	.	-23	.	0%	.	-8	.	.	1%	2%
CCOC(=O)c1sc(NC(=O)c2ccc(=O)[nH]c2)nc1C	-3%	2%	5	0	20%	?	3	-16%	-17%	8%	1%
Cc1ccc([C@@H]2CC=C(C(=O)O)[C@H](c3ccc(F)cc3)N2S(=O)(=O)c2ccc(C)cc2)cc1	.	1%	19	.	0%	0%	-27	-4%	.	-3%	1%
COc1cccc(-n2c(=S)sc3c(=O)n(-c4ccccc4OC)c(=S)[nH]c32)c1	0%	-2%	-2	-11	-10%	?	-24	-1%	?	4%	0%
CC(=O)Nc1ccc(S(=O)(=O)Nc2ccc(N3CCCCC3)cc2)cc1	.	.	3	.	-4%	.	6	.	.	1%	?
Cc1csc2nc(CNC(=O)c3ccco3)cn12	7%	?	-5	0	18µM*	17µM*	-3	?	-33%	-5%	-3%
COc1ccccc1/C=N/NC(=O)c1nnn(-c2nonc2N)c1CSC1=NCCS1	-30%	-2%	1	-18	-4%	-4%	6	3%	-43%	2%	9%
COc1cc2c(cc1OC)C1=C(C#N)CCC(=NC(=O)c3ccc(Cl)cc3)N1CC2	-1%	-6%	-13	3	8%	5%	17	0%	-12%	1%	-15%

Of the compounds above, these have a Cl atom:
SMILES	VP16 counter	NPC1 prom act	KCNH2 3.1 block	Coupling enz	ELG1 genotoxic	FLuc counter	Giardia kill	Rab9 prom act	RORg inh	Tb PFK inh	uPA generation
COc1ccc(C(=O)c2ccc(Cl)c([N+](=O)[O-])c2)cc1	-7%	-13%	-22	-2	?	-1%	-11	-26%	?	-10%	-18%
Cc1nc2c(=O)n(-c3ccc(F)c(Cl)c3)nc(C)c2s1	-4%	-3%	8	1	2%	-1%	2	-8%	1%	0%	3%
O=C(CCCc1ccccc1)NCc1ccccc1Cl	-5%	17%	14	-2	8%	?	7	17%	22%	-1%	5%
COc1ccc(C(=O)NCc2ccc(Cl)c(Cl)c2)cc1OC	-6%	1%	-17	5	0%	6%	-1	-5%	-2%	13µM*	4%
Cc1ccc(Cl)c(OCCN2CCCC(C)C2)c1 (stereo not given)	-20%	-2%	-20	2	-4%	0%	1	-5%	-4%	-7%	0%
COc1cc2c(cc1OC)C1=C(C#N)CCC(=NC(=O)c3ccc(Cl)cc3)N1CC2	-1%	-6%	-13	3	8%	5%	17	0%	-12%	1%	-15%

Bioassay records: PubChem, National Center for Advancing Translational Sciences (NCATS)

An unsorted share of the library (roughly 14% active in at least one column).
